Mcl1-Noxa inh: Mcl-1/Noxa binding inhibitors, primary screen, biochemical, TR-FRET, 1536-well | Induced myeloid leukemia cell differentiation protein Mcl-1 (Homo sapiens), Q07820 | TR-FRET Mcl-1/Noxa peptide binding, 2 h | inhibition, % at 21.7 µM | 1.5% of 220,000 active | AID 1022, 2008;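 active = compounds that cut the protein-peptide binding signal by more than 50% relative to plate controls in a single-dose test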;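 note: His-tagged Mcl-1 with rhodamine Noxa BH3 peptide and terbium anti-His antibody; 0% = Mcl-1 plus Noxa peptide wells and 100% = peptide-only wells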
Target sequence (Q07820 whole entry, looked up): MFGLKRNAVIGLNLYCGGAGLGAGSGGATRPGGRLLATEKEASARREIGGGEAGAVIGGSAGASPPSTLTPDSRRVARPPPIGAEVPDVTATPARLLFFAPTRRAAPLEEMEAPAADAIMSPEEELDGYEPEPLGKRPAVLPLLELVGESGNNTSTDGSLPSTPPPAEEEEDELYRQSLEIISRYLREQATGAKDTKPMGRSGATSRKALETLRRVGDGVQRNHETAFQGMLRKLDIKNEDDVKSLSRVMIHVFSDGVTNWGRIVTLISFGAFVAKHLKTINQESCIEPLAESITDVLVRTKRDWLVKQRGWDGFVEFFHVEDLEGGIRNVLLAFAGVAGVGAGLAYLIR
Mcl-1 Bim block: inhibitors of Bim peptide binding to Mcl-1, primary screen, biochemical, bead-based flow cytometry, multiplex; Induced myeloid leukemia cell differentiation protein Mcl-1 (Homo sapiens), Q07820; Bim peptide-Mcl-1 binding; inhibition, % at 10 µM; 0.1% of 190,000 active; in the data active = inhibition above about 40%;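 note: 0% = no compound tracer wells and 100% = peptide blocker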
Cdc42 wt GTP: modulators of GTP binding to wildtype Cdc42, primary screen, biochemical, multiplex bead flow cytometry, Bodipy-GTP. percent activity (GTP binding), % at 10 µM. GST-Cdc42 beads; actives lie on both sides. Cell division control protein 42 homolog (Homo sapiens), P60953. 0.2% of 190,000 active;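 active = percent activity GTP binding at least 20 points away from the 100% baseline, either down as inhibitor or up as activator; inconclusive = compound flagged as likely green fluorescent from well-wide comparison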;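 note: median bead fluorescence of bound Bodipy-FL-GTP at 100 nM; 0% = excess unlabeled GTP control and 100% = no compound control; below 100% means less GTP binding so inhibitor and above means activator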
Target sequence (P60953 whole entry, looked up): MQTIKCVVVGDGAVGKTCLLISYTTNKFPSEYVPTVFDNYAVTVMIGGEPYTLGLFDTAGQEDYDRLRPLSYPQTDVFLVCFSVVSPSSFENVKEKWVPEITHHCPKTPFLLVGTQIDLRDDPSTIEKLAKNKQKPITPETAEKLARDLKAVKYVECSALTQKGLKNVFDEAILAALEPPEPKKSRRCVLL
HRas wt GTP: modulators of GTP binding to HRas wildtype, primary screen, biochemical, bead-based flow cytometry, multiplex; GTPase HRas (Homo sapiens), P01112; GST-Ras wt beads, Bodipy-FL-GTP binding; actives lie on both sides; GTP binding activity, % at 10 µM; 0.14% of 190,000 active;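 active = GTP binding activity at least 20% away from the 100% baseline, either lowered as inhibitor or raised as activator; inconclusive = flagged as likely green fluorescent, judged across all proteins in the well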;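 note: 0% = unlabeled GTP competition control and 100% = no-compound control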
Target sequence (P01112 whole entry, looked up): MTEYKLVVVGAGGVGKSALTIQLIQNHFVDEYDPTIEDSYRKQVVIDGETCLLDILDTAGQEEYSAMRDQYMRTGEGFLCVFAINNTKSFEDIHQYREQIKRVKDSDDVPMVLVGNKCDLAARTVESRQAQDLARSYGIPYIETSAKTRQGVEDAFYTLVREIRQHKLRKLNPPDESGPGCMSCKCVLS
Rac1 act GTP bind: GTP binding modulators of activated mutant Rac1, primary screen, biochemical, bead-based flow cytometry, multiplex, fluorescent GTP; 0.11% of 190,000 active; Ras-related C3 botulinum toxin substrate 1 (Homo sapiens), P63000; GST-Rac1 activated beads; actives lie on both sides; 100% means binding = to untreated wells; percent activity (GTP binding), % at 10 µM;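 active = GTP binding at least 20 percentage points away from the 100% baseline, in either direction, so actives lie on both sides; inconclusive = Compound likely fluorescent itself, or too few beads counted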
Rac1 wt GTP bind: wildtype Rac1 GTP binding modulators, primary screen, biochemical, GST-Rac1 beads, flow cytometry, multiplex. fluorescent GTP binding; actives lie on both sides; 0 = cold GTP competed, 100 = untreated. GTP binding activity (% of control), % at 10 µM. 0.27% of 190,000 active;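 active = GTP binding activity at least 20 points away from the 100% control level, either lower or higher; inconclusive = compound flagged as likely green fluorescent, judged across all proteins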
Rab2 wt GTP: modulators of GTP binding to Rab2A wildtype, primary screen, biochemical, dog, bead-based flow cytometry, multiplex; GST-Rab2 wt beads, Bodipy-GTP binding; GTP binding activity, % at 10 µM; AID 760, 2007; 0.19% of 190,000 active;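 active = GTP binding activity at least 20 points away from 100%, either lowered or raised; inconclusive = signal likely due to the compound's own green fluorescence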;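 note: 0% = beads with excess unlabeled GTP and 100% = no-compound control corrected for plate trend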
Avidin fluor: green autofluorescence of compounds with avidin beads – biophysical, 488/530 nm, flow cytometry, artefact control, profiling panel. compound fluorescence 488/530 nm; hits give high values. fluorescence (KMESF) at 10 µM. 0.38% of 220,000 active; in the data active = fluorescence above about 47; note: inactives centre near 10
Rab7 wt GTP bind: modulators of GTP binding to Rab7, primary screen, biochemical, wildtype, multiplex bead flow cytometry | Rab7 GTPase wild type (dog), Bodipy-FL-GTP binding | GST-Rab7 beads, fluorescent GTP binding; actives lie on both sides; untreated = 100%, excess cold GTP = 0% | GTP binding activity (percent of control), % at 10 µM | 0.055% of 190,000 active | AID 758, 2007;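 active = fluorescent GTP binding to Rab7 beads changed by at least 20 points from the 100% baseline, either direction, mostly lower; inconclusive = compound itself probably fluorescent, or too few beads counted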;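 note: median green fluorescence of bound Bodipy-FL-GTP per Rab7 bead population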
Mcl1-Bid inh: Mcl-1/Bid binding inhibitors, primary screen, biochemical, TR-FRET, 1536-well; AID 1021, 2008; 0.97% of 220,000 active; inhibition, % at 21.7 µM; TR-FRET Mcl-1/Bid-Dy647 peptide binding; Induced myeloid leukemia cell differentiation protein Mcl-1 (Homo sapiens), Q07820;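 active = compounds that cut the binding signal by more than half at the single screening dose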;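 note: His-tagged Mcl-1 with europium anti-His antibody binding Bid BH3 peptide; 0% = Mcl-1 plus peptide wells and 100% = peptide-only wells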
Pf gametocyte: late stage P. falciparum gametocyte viability inhibitors, primary screen, ATP luminescence, HTS. 0.065% of 150,000 active. P. falciparum stage V gametocytes, 24 h. inhibition, % at 10.9 µM;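 active = inhibition above the mean plus 3 SD of compounds within the control limits, set per campaign, cut at about 38% in these data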;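 note: 0% = DMSO wells and 100% = medium only without gametocytes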
Starred values were filed as active, the others as inactive; ? = inconclusive; nt = no result given. Rows were taken by chance; overall some 2.7% were active at least once.

SMILES | Mcl1-Noxa inh | Mcl-1 Bim block | Cdc42 wt GTP | HRas wt GTP | Rac1 act GTP bind | Rac1 wt GTP bind | Rab2 wt GTP | Avidin fluor | Rab7 wt GTP bind | Mcl1-Bid inh | Pf gametocyte
CCOC(=O)c1c(NC(=S)Nc2ccccc2)sc2c1CCCCC2 | 0 | -4 | 98 | 99 | 93 | 95 | 98 | 20 | 99 | -65 | nt
CN(C)CCCOC(=O)c1ccccc1Cl | -11 | -1 | 103 | 102 | 99 | 103 | 99 | 22 | 99 | 2 | -6
O=C(CSCc1ccccc1)N1CCN(c2ccc(F)cc2)CC1 | 3 | -5 | 103 | 99 | 99 | 105 | 101 | 14 | 98 | -20 | nt
COc1ccc(N2CCN(CC(=O)Nc3ccccc3SC)CC2)cc1 | 25 | 1 | 96 | 90 | 94 | 94 | 93 | 9 | 92 | -41 | -19
COc1cc(N2CCCC2)c(OC)cc1/C=c1/sc2nc3ccccc3n2c1=O | 22 | nt | ? | ? | ? | ? | ? | 63* | ? | -34 | nt
COc1cc(CO)ccc1OCC(=O)Nc1ccc(Br)cc1 | 8 | -1 | 96 | 99 | 96 | 100 | 100 | 10 | 107 | -19 | -41
O=C(O)CCc1ccc(-c2ccc(Cl)cc2)n1NC(=O)c1ccc(O)cc1 | 9 | -2 | 93 | 98 | 95 | 101 | 98 | 10 | 102 | -59 | nt
CC1CC(C)CN(c2cc(=O)n(Cc3ccc(F)cc3)c(=O)[nH]2)C1 (centres undefined) | 11 | 1 | 102 | 102 | 101 | 104 | 101 | 8 | 99 | -31 | nt
O=C(N/N=C/c1ccc(OC(=O)c2ccccc2)cc1)c1cccc(O)c1 | 12 | 2 | 98 | 93 | 95 | 94 | 96 | 21 | 94 | -13 | -15
COc1cc(OC)nc(NC(=O)NS(=O)(=O)c2ccc(F)cc2)n1 | 6 | 1 | 95 | 97 | 95 | 98 | 97 | 3 | 98 | -24 | -14
O=C(NC1CCCC1)C(c1cccs1)N(Cc1ccco1)C(=O)c1csnn1 (centres undefined) | -17 | 5 | 101 | 100 | 98 | 101 | 101 | 12 | 100 | -35 | nt
C=CCNc1sc(C(=O)c2ccccc2)c(N)c1C#N | -10 | -3 | 103 | 102 | 99 | 104 | 103 | 37 | 99 | -28 | 5
COc1ccc(OCc2cccc(C(=O)NN)c2)cc1 | 5 | -2 | 103 | 101 | 100 | 107 | 101 | 3 | 102 | -12 | 10
CCN(CC)C(=O)C1CC(=O)OC1(C)C (centres undefined) | 13 | -1 | 98 | 97 | 95 | 96 | 95 | 36 | 96 | 8 | -10
CN(C)/C=N/c1[nH]ncc1C#N | -1 | 2 | 93 | 93 | 94 | 94 | 91 | 24 | 95 | -12 | -14
Cc1c(NC(=O)C2CC(c3cccc(Br)c3)=NO2)c(=O)n(-c2ccccc2)n1C (centres undefined) | 2 | 3 | 97 | 95 | 94 | 97 | 94 | 9 | 94 | -18 | -22
Cn1c(=O)oc2cc(S(=O)(=O)N3CCC(C(=O)NCC4COc5ccccc5O4)CC3)ccc21 (centres undefined) | 7 | 1 | 99 | 99 | 97 | 101 | 99 | 6 | 98 | -15 | nt
Cc1ccc(S(=O)(=O)N2CCC(C(=O)Nc3nnc(C4CCCC4)s3)CC2)cc1 | 7 | -3 | 97 | 96 | 95 | 98 | 95 | 9 | 93 | 0 | 5
O=C(Nc1ccnc(-c2cccnc2)n1)c1cccs1 | 4 | 0 | 94 | 91 | 94 | 97 | 90 | 9 | 95 | -7 | 8
COC(=O)c1ccccc1NC(=O)CN1CCN(c2ccccn2)CC1 | -8 | 0 | 96 | 93 | 97 | 94 | 92 | 11 | 95 | -2 | 0
O=C(Nc1cc([N+](=O)[O-])ccc1Cl)c1ccc2c(c1)OCO2 | 19 | 2 | 93 | 96 | 96 | 98 | 98 | 8 | 103 | -21 | 6
CC(=O)Nc1ccc(OCC(O)Cn2nc(C)c(Br)c2C)cc1 (centres undefined) | 5 | -4 | 97 | 99 | 99 | 101 | 97 | 6 | 92 | -5 | 3
O=C(CSc1nc2[nH]ncc2c(=O)n1-c1ccccc1)N1CCCCCC1 | -2 | -1 | 95 | 96 | 95 | 99 | 98 | 3 | 96 | -24 | nt
Cc1ccc2nc(NCCCNC(=O)c3cnccn3)c(C#N)cc2c1 | -4 | -1 | 98 | 97 | 97 | 98 | 99 | 7 | 99 | 5 | -8
Cc1ccc2c(c1)/C(=N/OC(=O)c1ccc(F)cc1)CCS2 | 16 | -1 | 99 | 99 | 97 | 100 | 98 | 23 | 99 | -5 | 14
COc1ccc(C(=O)CSc2n[nH]c(-c3ccco3)n2)cc1 | 8 | -3 | 103 | 100 | 100 | 104 | 102 | 27 | 97 | -11 | -2
S=C(Nc1ccccc1)NC1CCN(Cc2ccccc2)CC1 | 6 | -3 | 95 | 95 | 95 | 95 | 96 | 11 | 97 | -109 | 0
O=C(NCCN1CCCCC1)c1cc2ccccc2[nH]1 | 7 | -4 | 100 | 101 | 97 | 102 | 98 | 39 | 101 | 0 | nt
CSC1=N/C(=C\c2ccc(C)s2)C(=O)S1 | 5 | -1 | 101 | 98 | 100 | 101 | 101 | 6 | 101 | -80 | -3
CCCCSc1nc2ccccc2[nH]1 | 13 | 0 | 98 | 96 | 97 | 100 | 99 | 12 | 99 | -21 | -11
CCOC(=O)N1C(=O)C2(CCCCC2)N(c2ccccc2Cl)C1=S | -2 | -5 | 95 | 93 | 96 | 97 | 92 | 11 | 89 | 0 | 7
COC(=O)C(C(C)=O)C1=C/C(=N\S(=O)(=O)c2ccc(C)cc2)c2ccccc2C1=O (centres undefined) | 36 | -2 | 100 | 101 | 98 | 100 | 100 | 6 | 98 | -70 | nt
CCCN1C(=O)c2ccc(C(=O)Nc3nccs3)cc2C1=O | 13 | -3 | 102 | 102 | 99 | 105 | 102 | 14 | 99 | -12 | -4
COC(=O)c1ccccc1N=C(SC)N(C)C | 15 | 18 | 97 | 96 | 96 | 97 | 98 | 3 | 95 | 7 | 29
CCn1c(SCC(=O)NCc2ccco2)nnc1-c1c[nH]c2ccccc12 | -7 | -1 | 101 | 101 | 98 | 101 | 100 | 36 | 102 | -14 | 11
COc1ccccc1CNC(=O)COC(=O)Cn1cnc2ccccc21 | 10 | -4 | 101 | 102 | 96 | 101 | 101 | 12 | 108 | -13 | -3
Cc1oc(-c2ccc(Cl)cc2)nc1CN1CCCC(C(=O)NCCCN2CCOCC2)C1 (centres undefined) | -14 | 0 | 102 | 102 | 97 | 101 | 101 | 17 | 100 | -38 | 4
CCOC(=O)c1ccc(NC(=O)Cn2nnc(-c3ccc(C)cc3)n2)cc1 | 13 | -2 | 107 | 104 | 101 | 106 | 103 | 10 | 102 | -14 | 6
Cc1nc(Nc2nc3ccccc3o2)nc2c1CCC2 | 5 | -5 | 102 | 100 | 98 | 100 | 101 | 15 | 99 | -21 | 13
CCOc1cc(/C=N\NC(=O)C2C(=O)NCC2c2ccccc2)ccc1OC (centres undefined) | -1 | -4 | 104 | 99 | 101 | 105 | 101 | 11 | 97 | -36 | nt

Individual results from the list:
HRas wt GTP with Cc1oc(-c2ccc(Cl)cc2)nc1CN1CCCC(C(=O)NCCCN2CCOCC2)C1 (centres undefined) : 102
Rac1 wt GTP bind with CCOC(=O)c1ccc(NC(=O)Cn2nnc(-c3ccc(C)cc3)n2)cc1 : 106

More compounds follow.
SMILES | Mcl1-Noxa inh | Mcl-1 Bim block | Cdc42 wt GTP | HRas wt GTP | Rac1 act GTP bind | Rac1 wt GTP bind | Rab2 wt GTP | Avidin fluor | Rab7 wt GTP bind | Mcl1-Bid inh | Pf gametocyte
COc1ccc(-c2nnc(SCC(=O)NCc3cccs3)n2C(C)C)cc1 | -3 | -5 | 105 | 106 | 103 | 104 | 104 | 11 | 97 | -13 | -60
NS(=O)(=O)c1ccc(NC(=S)NC(=O)c2ccc(Br)o2)cc1 | 6 | -1 | 98 | 98 | 97 | 99 | 99 | 14 | 102 | -41 | 12
CCCCN(CC)CCCNC(=O)Cn1nc(Cc2ccncc2)c2ccccc2c1=O | 26 | -4 | 107 | 108 | 102 | 106 | 107 | 17 | 104 | -35 | -8
Cc1ccc2nsnc2c1S(=O)(=O)NCCc1c(C)[nH]c2ccc(F)cc12 | 8 | 0 | 106 | 103 | 100 | 107 | 104 | 20 | 103 | 55* | nt
CC(C)NC(=O)C1CCN(C2CCN(C(=O)C3=CCCC3)CC2)CC1 | 5 | -2 | 99 | 99 | 96 | 99 | 100 | 2 | 102 | -32 | 14
COC(=O)Nc1sc2c(c1C(=O)NCc1ccco1)CCCC2 | 18 | -3 | 98 | 101 | 97 | 107 | 101 | 14 | 100 | -8 | -25
O=S(Cc1ccc(Cl)cc1)CC(O)(c1ccccc1)c1ccccc1 (centres undefined) | 9 | -6 | 102 | 105 | 98 | 103 | 103 | 10 | 103 | -12 | -11
O=C(CCN1C(=O)c2ccccc2C1=O)Nc1ccc(F)cc1 | -2 | -3 | 106 | 107 | 104 | 111 | 105 | 11 | 105 | -6 | nt
CN(C)c1ccnc(NCc2ccccc2)c1C#N | 7 | -3 | 106 | 102 | 101 | 105 | 102 | 23 | 103 | -6 | -36
O=C(CN1CCCCCCC1)N/N=C/c1ccc(F)c(F)c1 | 40 | 4 | 102 | 103 | 100 | 102 | 101 | 18 | 103 | -7 | 13
O=[N+]([O-])c1ccc(Cl)c(/C=N/NC(=S)Nc2ccccc2)c1 | 3 | -1 | 105 | 107 | 103 | 106 | 106 | 18 | 109 | -11 | nt
O=C(Nc1nnc(COc2ccc(Cl)cc2)s1)C1CCCO1 (centres undefined) | -23 | -10 | 103 | 101 | 99 | 104 | 100 | 9 | 99 | 3 | 20
CCC(=O)n1nc(-c2ccco2)nc1SCc1ccccc1 | 22 | 17 | 99 | 98 | 98 | 100 | 100 | 7 | 96 | -49 | nt
CC(NC(=O)NCCCn1ccnc1)(C(F)(F)F)C(F)(F)F | 20 | 0 | 108 | 106 | 102 | 112 | 102 | 16 | 104 | -21 | nt
